DAGLB inhibitor: DAGLB lipase inhibitors, primary screen, biochemical, fluorescence, HTS; HEK293T DAGLB membrane lysate, EnzChek fluorogenic substrate; 340,000 tested, 0.059% active; Diacylglycerol lipase-beta (Homo sapiens), Q8NCG7; inhibition, % at 5.17 µM; in the data active = inhibition above about 34%;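 also: 0% = enzyme with vehicle and 100% = wells lacking enzyme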
Target sequence (Q8NCG7 whole entry, looked up): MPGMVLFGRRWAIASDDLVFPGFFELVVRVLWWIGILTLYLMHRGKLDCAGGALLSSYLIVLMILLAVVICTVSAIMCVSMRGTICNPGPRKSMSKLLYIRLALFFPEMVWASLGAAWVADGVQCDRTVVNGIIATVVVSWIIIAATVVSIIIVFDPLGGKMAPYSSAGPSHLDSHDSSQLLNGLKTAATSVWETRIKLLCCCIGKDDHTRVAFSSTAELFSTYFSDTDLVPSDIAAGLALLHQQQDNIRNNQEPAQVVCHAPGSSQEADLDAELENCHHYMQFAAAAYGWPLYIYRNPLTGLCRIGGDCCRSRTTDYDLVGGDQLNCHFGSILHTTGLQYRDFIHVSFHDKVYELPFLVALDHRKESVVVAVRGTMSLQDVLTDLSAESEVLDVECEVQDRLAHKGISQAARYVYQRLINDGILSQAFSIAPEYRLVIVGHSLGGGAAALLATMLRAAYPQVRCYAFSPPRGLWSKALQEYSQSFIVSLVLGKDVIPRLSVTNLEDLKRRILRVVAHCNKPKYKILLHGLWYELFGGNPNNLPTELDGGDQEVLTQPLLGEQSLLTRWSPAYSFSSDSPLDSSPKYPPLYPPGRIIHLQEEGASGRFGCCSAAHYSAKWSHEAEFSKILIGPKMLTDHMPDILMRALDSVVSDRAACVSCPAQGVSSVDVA
Wnt bcat act: Wnt/beta-catenin pathway activators, primary screen, cell-based, plate reader, single point; Wnt/beta-catenin reporter cell assay, activator; activation, % at 9.35 µM; 300,000 tested, 1.2% active; AID 743398, 2014; in the data active = activation above about 30%, passing the limit was not always enough;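 also: 0% = neutral control wells and 100% = positive control wells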
E coli growth: E. coli V3065 growth inhibition, primary screen, counter-screen for AddAB inhibitor project, absorbance, OD600; 18 h; inhibition, % at 11.9 µM; 330,000 tested, 0.27% active; AID 449728, 2010;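 active = inhibition above the campaign's mean inhibition across all tested compounds plus 3 SD, cut at about 9.9% in these data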;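 also: uninfected addAB+ strain grown without phage in ampicillin broth; 0% = DMSO wells and 100% = ciprofloxacin 0.95 µg/ml wells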
Tat export inh: E. coli Tat export inhibitors, primary screen, MC4100, TorA-mCherry reporter, fluorescence, single point. 340,000 tested, 0.036% active. AID 488895, 2010. inhibition, % at 10 µM;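 active = mean replicate inhibition at least 50% and at least half of replicates individually reaching 50%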;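 also: exported cargo escapes ClpAP degradation while cytoplasmic cargo is degraded and loses fluorescence; 0% = median of neutral control wells and 100% = median of NaSCN control wells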
PvdQ inh: P. aeruginosa PvdQ acylase inhibitors, primary screen, biochemical, fluorescence, plate reader and imaging, single point. PvdQ acylase [Pseudomonas aeruginosa LESB58]. purified PvdQ acylase. AID 488965, 2010. inhibition, % at 10 µM. 340,000 tested, 0.063% active; in the data active = inhibition above about 30%, passing the limit was not always enough;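 also: 0% = vehicle neutral wells and 100% = reference inhibitor wells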
Rtt109 Vps75: inhibitors of C. albicans Rtt109/Vps75 HAT, primary screen, biochemical, ThioGlo CoA-SH fluorescence, plate reader. purified Rtt109/Vps75, 4 h. Histone acetyltransferase RTT109 (Candida albicans (strain SC5314 / ATCC MYA-2876)), …. 330,000 tested, 0.16% active. inhibition, % at 34.9 µM. AID 540336, 2011;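 active = inhibition of at least 50% in every replicate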
Target sequence (Q5AAJ8 whole entry, looked up): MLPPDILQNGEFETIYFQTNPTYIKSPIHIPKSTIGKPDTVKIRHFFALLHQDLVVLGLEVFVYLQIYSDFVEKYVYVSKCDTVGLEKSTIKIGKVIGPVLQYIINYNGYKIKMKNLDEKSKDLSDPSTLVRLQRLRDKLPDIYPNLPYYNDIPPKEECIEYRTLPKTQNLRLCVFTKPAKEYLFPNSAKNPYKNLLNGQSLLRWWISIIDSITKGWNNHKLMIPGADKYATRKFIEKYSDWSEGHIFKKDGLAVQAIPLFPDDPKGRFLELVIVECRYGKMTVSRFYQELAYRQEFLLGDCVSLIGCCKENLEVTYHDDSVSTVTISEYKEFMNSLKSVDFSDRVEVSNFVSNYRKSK
CAL PDZ inh: CAL PDZ peptide-binding inhibitors, primary screen, biochemical, fluorescence polarization, Cer-tagged CAL PDZ, HTS. AID 504414, 2011. inhibition, % at 20 µM. purified CAL PDZ, TMR-peptide fluorescence polarization, 1 h. Golgi-associated PDZ and coiled-coil motif-containing protein (Homo sapiens), Q9HD26. 330,000 tested, 0.02% active;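 active = highest replicate inhibition of at least 40%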;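 also: plate controls were DMSO neutral control wells for no effect and unlabeled competitor peptide control wells for full effect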
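Material: tagged CAL PDZ domain; buffer or medium: 25 mM sodium phosphate pH 7.4, 150 mM NaCl, TCEP, IgG, Thesit; compound dosing: single point, 20 µM; schedule: 1 h incubation at room temperature before polarization reading; measured by: FP readout, S and P plane fluorescence; read-out basis: percent inhibition from loss of millipolarization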
PfHsp90 set2: growth inhibition of PfHsp90-expressing yeast, primary screen, antimalarial PfHsp90 inhibitor project, S. cerevisiae, BacTiter-Glo luminescence, single point, set 2; BacTiter-Glo ATP, 48 h; yeast lacking PDR1 and PDR3 efflux regulators; 310,000 tested, 0.32% active; AID 504621, 2011; inhibition, % at 9.4 µM;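 active = every replicate shows inhibition above about 80%, whatever the replicate mean, limit read from the data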;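 also: 0% = DMSO neutral controls and 100% = 20 µM radicicol positive controls; yeast relying on Plasmodium falciparum Hsp90 in place of its own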
phage Ecoli inh: growth loss of phage-infected E. coli, primary screen, RecBCD inhibitor project, absorbance, with phage, HTS. inhibition, % at 11.9 µM. 360,000 tested, 0.26% active; in the data active = inhibition above about 11%
AddAB inh: growth inhibition of E. coli expressing H. pylori AddAB, primary screen, AddAB inhibitor project, absorbance; inhibition, % at 11.9 µM; 330,000 tested, 0.29% active; in the data active = inhibition above about 12%;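 also: 0% = vehicle wells of infected cells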
An asterisk follows results filed as active; x = no result given.

SMILES	DAGLB inhibitor	Wnt bcat act	E coli growth	Tat export inh	PvdQ inh	Rtt109 Vps75	CAL PDZ inh	PfHsp90 set2	phage Ecoli inh	AddAB inh
Cc1ccc(C(=O)NCCc2ccc(F)cc2)s1	-1	42*	-0.7	5	11	2	-1.2	-4	0.1	-0.2
COc1cc(CC(=O)OCC(=O)N2CC(C)CC(C)C2)cc(OC)c1OC (stereo unspecified)	-3	0	3.6	1	9	6	0.3	7	1.2	-1.2
CC12CCC(C(=O)NC(c3ccccc3)c3ccccc3)(OC1=O)C2(C)C (stereo unspecified)	4	x	1.8	-1	-7	-7	-2.4	x	3.7	0.8
Cc1cccc(C)c1NC(=O)CN1CCN(C(=O)CN2C(=O)NC3(CCCCC3C)C2=O)CC1 (stereo unspecified)	1	-2	x	-7	7	3	0.4	-7	6.1	x
CCC(CO)Oc1cc(NCc2cccc(Cl)c2)c2ncn(C(C)C)c2c1 (stereo unspecified)	-4	x	-1.6	-2	1	2	-0.7	9	x	0.6
CCc1nnc(NC(=O)c2ccc(N(C)S(=O)(=O)c3ccccc3)cc2)s1	2	2	-2.9	-2	-6	6	x	4	2.4	0.7
CCCCn1c(N)c(N(CC(C)C)C(=O)c2ccc(OCC3CCCO3)cc2)c(=O)[nH]c1=O (stereo unspecified)	0	-2	0.1	-4	1	19	-2.7	-6	1.6	-1.0
O=C1c2ccccc2C(=O)N1CN(C(=O)COc1ccc(Cl)cc1Cl)c1cccc(F)c1	-4	22	0.2	-1	-4	3	-1.2	-6	-1.2	1.7
CC(C)C(=O)Nc1ncc(Cc2cccc(Cl)c2)s1	-1	-2	-2.6	12	-18	0	-0.9	-55	-0.9	-2.5
Cc1c(C(=O)N2CCC(C)CC2)oc2ccc3c(c12)C(O)CC1(CCCCC1)O3 (stereo unspecified)	-6	-2	1.6	20	-5	8	-1.1	-139	-1.4	2.0
COCCCn1c(=O)c2sccc2n(Cc2ccc(C)cc2)c1=O	-1	-1	0.2	-7	-4	5	-1.4	-2	3.1	3.5
O=C(CSc1ccccc1)Nc1nnc(-c2ccco2)o1	6	0	1.4	0	-15	0	-2.3	x	2.1	6.1
CC1Cc2ccccc2N1C(=O)CSc1nnnn1C1CCCC1 (stereo unspecified)	1	-2	-0.8	3	-7	-2	-1.9	x	4.6	3.1
O=C(CS(=O)CC(=O)N(CC(=O)NC1CCCC1)C1CCCCC1)Nc1ccc(F)cc1 (stereo unspecified)	-5	x	-0.4	1	-17	10	x	x	3.4	1.4
O=C(C1CC1)N1CCc2cc(Br)cc(S(=O)(=O)NCc3ccc4c(c3)OCO4)c21	1	x	-0.9	0	-10	-1	-5.0	0	1.9	2.3
COc1ccccc1N(CC(O)CN1CCC(C)CC1)S(=O)(=O)c1ccccc1 (stereo unspecified)	-4	0	0.9	-9	-18	-3	-4.1	-10	-3.0	-0.6
CCc1nc(Nc2ccccc2)c2nnn(Cc3ccccc3)c2n1	-7	0	-0.5	16	-2	-3	-0.3	-39	0.5	-3.1
Cn1c(=O)c2c(nc(NCc3cccnc3)n2Cc2ccc(Cl)cc2)n(C)c1=O	0	x	0.2	-12	-13	3	-2.1	10	-1.7	-1.6
O=C(NCc1ccco1)c1ccc(S(=O)(=O)N2CCCc3ccccc32)cc1	-4	-7	-1.1	1	-12	8	-4.0	-10	0.0	0.7
COC(=O)c1ccc(CNC(=O)C2CCC(=O)N(C3CCCCCC3)C2)cc1 (stereo unspecified)	-1	7	0.1	-1	-3	-10	-2.2	13	2.0	3.4
O=C(Nc1cccc(Cl)c1)Nc1cccc(C(=O)O)c1	x	22	2.0	1	-14	5	-2.6	-1	3.9	7.9
Cc1ccc(C(=O)Nc2ccc(S(=O)(=O)N3CCOCC3)cc2)cc1Br	x	41*	3.0	x	x	x	x	x	3.2	3.8
Cc1ccc(C(=O)Nc2cccc3ccccc23)o1	x	6	0.2	x	x	x	x	x	1.9	2.8
Cc1ccc(-n2nc(C)c3c(-c4cccs4)c(C#N)c(N)nc32)cc1	-13	-5	2.3	6	-14	-10	0.0	-9	2.8	-0.3
N#Cc1cc(C(=O)c2cc(Cl)ccc2O)cn(-c2ccccc2)c1=O	2	-1	0.0	-5	5	10	-2.9	-16	2.7	2.8
SMILES	DAGLB inhibitor	Wnt bcat act	E coli growth	Tat export inh	PvdQ inh	Rtt109 Vps75	CAL PDZ inh	PfHsp90 set2	phage Ecoli inh	AddAB inh
O=S(=O)(NCCCN1CCOCC1)c1ccc(F)c(Cl)c1	-1	0	-3.7	0	-12	0	0.0	7	2.1	-2.6
COCC(=O)Nc1ccc(N2CCOCC2)c(S(=O)(=O)Nc2ccccc2OC)c1	-2	-6	-0.8	3	7	-2	1.6	-13	-1.0	0.0
CCC(C)C(NC(=O)c1ccc(Cl)cc1Cl)C(=O)O (stereo unspecified)	1	3	-2.1	-19	-4	1	-0.4	-3	-0.1	3.3
CN(C)c1cc(-c2ccc(F)cc2)oc(=O)c1Cl	-6	3	-0.7	6	-3	0	-1.3	-16	0.4	1.8
COC(=O)c1cc(O)cc(OC)c1C(=O)c1c(O)cc(C)cc1O	-2	-1	-0.3	9	1	6	0.8	-5	1.6	2.9
O=C(NNC(=O)c1ccco1)Nc1ccccc1	1	1	x	-5	-10	-2	-0.5	2	-2.3	x
CCCN(CCC)CC(O)CN1C(=O)NC(C)(C)C1=O (stereo unspecified)	0	-12	-1.4	5	-14	-2	x	-26	3.5	1.3
CCn1cc(C(=O)NCCCN2CCCC(C)C2)c(=O)c2cc(S(=O)(=O)N(C)C3CCCCC3)ccc21 (stereo unspecified)	-3	-2	-2.3	-1	1	12	-4.0	9	-0.6	1.2
CC1(C)Cc2c(sc(NC(=O)c3ccco3)c2C(=O)O)CO1	2	14	2.9	-9	5	9	-2.5	-13	0.5	1.8
CCC(C)Sc1nc2c(c(=O)[nH]1)C(c1cccs1)C1=C(CCCC1=O)N2 (stereo unspecified)	-1	-3	0.8	-1	0	-5	-2.3	-12	-0.9	0.2
CCOc1ccc(C(C)=O)cc1CSC(=N)N	0	5	5.0	0	-9	2	0.0	14	7.7	3.8
O=C(Nc1ccccc1-c1ccccc1)c1cc(C(F)(F)F)cc(C(F)(F)F)c1	-5	-3	0.5	-5	-10	-1	-1.6	-52	2.6	0.0
COc1ccccc1NC(=O)c1ccc(-n2ccnc2)c([N+](=O)[O-])c1	1	-2	-1.4	-3	-13	-3	-2.0	26	0.0	2.7
CN(C)c1ccc(C(C(=O)NCc2ccccc2)N(Cc2cccnc2)C(=O)c2snc(C(N)=O)c2N)cc1 (stereo unspecified)	3	-2	x	1	-3	16	0.0	36	-0.6	x
COc1ccc(S(=O)(=O)N2CCOCC2)cc1NC(=O)CN1CCCC1	-2	-2	-1.0	1	8	-5	10	1	-2.9	0.7
O=C(Nc1ccc2c(c1)CCC2)C1CCN(c2c3c(nc4ncnn24)CCC3)CC1	0	x	-1.1	-10	-13	12	x	x	1.8	0.3
CC(C)c1ccc(N(CC(=O)Nc2ccc(S(=O)(=O)N3CCOCC3)cc2)S(C)(=O)=O)cc1	-3	-5	-1.0	-1	-14	11	-1.2	-11	-0.6	-2.8
O=C(CNC(=O)c1ccccc1)Sc1ccccc1	1	-10	x	5	-10	6	-1.5	3	1.9	x
Cc1cc(C)cc(NC(=O)CSc2nnc(CNC(=O)c3ccco3)n2C)c1	0	-3	1.4	1	-16	1	-0.5	-11	1.2	3.1
COc1ccc(C(=O)CCC(=O)NCCc2c[nH]c3ccccc23)cc1OC	1	0	0.6	-3	-19	-17	-1.6	5	1.7	2.7
C=C(C)CSC1=C(C#N)C(c2ccccc2)CC(=O)N1 (stereo unspecified)	0	-7	-0.2	1	1	-3	-1.1	-3	1.4	1.5
CCOC(=O)C1=C(C)C2C3C(=O)N(c4ccc(C)cc4C)C(=O)C3C1(C)C1C(=O)N(c3ccc(C)cc3C)C(=O)C21 (stereo unspecified)	0	x	-0.9	-2	-17	-3	0.0	-40	3.5	2.4
Cc1cccc(N(C)c2ncnc3onc(-c4ccc(F)cc4)c23)c1C	-5	-3	0.7	4	-3	8	-0.7	-14	2.9	2.6
Nc1c(C(=O)Nc2ccc(S(=O)(=O)N3CCCC3)cc2)sc2nc3cc4c(cc3cc12)CCC4	0	16	-1.2	1	-5	14	-0.2	-47	2.9	4.8
Cc1ccccc1NC(=O)C1CC(=O)OC12CCOC(C)(C)C2 (stereo unspecified)	1	-2	-1.3	5	-16	-2	-0.5	-8	-1.7	0.8
SMILES	DAGLB inhibitor	Wnt bcat act	E coli growth	Tat export inh	PvdQ inh	Rtt109 Vps75	CAL PDZ inh	PfHsp90 set2	phage Ecoli inh	AddAB inh
CC(=O)Oc1ccc2oc(=O)c3c(c2c1)CCCN3C(=O)CN1CCOCC1	0	0	1.9	0	-13	3	-6.4	8	4.1	-2.8
CCOc1ccc(-n2ccc(=O)c(C(=O)O)n2)cc1	-3	0	-1.8	-3	8	-8	x	-24	3.1	-0.4
O=C1c2ccccc2[C@@H]2C[C@@H](O)[C@H](Nc3cccc(C(F)(F)F)c3)CCN12	0	-2	0.7	2	-11	6	0.2	-6	1.7	0.9
COCCCNC(=O)c1ccc(-c2nc3ccccc3nc2-c2ccccc2)cc1	x	1	-2.3	x	x	x	x	x	1.3	0.2
O=C(N/N=C/c1ccc(Cl)cc1)Nc1ccccc1	-6	15	2.7	3	9	11	-1.0	-23	3.7	2.5
Cc1csc2nc(=O)c3ccccc3n12	1	-8	x	-8	0	4	-2.1	-1	3.7	x
Cc1ccc(-n2nnc3ccccc3c2=O)cc1C	-4	x	-2.8	9	-5	0	-0.7	8	2.5	0.5
CC1CCN(C(C)C(=O)Nc2cc(S(=O)(=O)N3CCCCC3)ccc2Cl)CC1 (stereo unspecified)	1	-6	-2.1	5	-7	-6	1.1	-8	5.0	0.1
O=C1CC[C@H](O)CCN1CCSc1ccc(Br)cc1	0	7	1.1	-4	-30	0	-1.5	-10	3.3	0.3
COCCn1c(C)cc(C(=O)CSc2ccc3ccccc3n2)c1C	-1	x	2.2	-2	-4	3	-1.9	-22	1.3	1.6
Cn1cc(-c2cc(C(=O)O)on2)cn1	1	1	-2.6	-2	-8	1	0.6	4	0.5	2.9

Wnt bcat act, hit marks shown above
compound	DAGLB inhibitor	Wnt bcat act	Tat export inh	PvdQ inh	Rtt109 Vps75	CAL PDZ inh	phage Ecoli inh
Cc1ccc(C(=O)NCCc2ccc(F)cc2)s1	-1	42*	5	11	2	-1.2	0.1
Cc1ccc(C(=O)Nc2ccc(S(=O)(=O)N3CCOCC3)cc2)cc1Br	x	41*	x	x	x	x	3.2

Grouped by structure, those above containing a CF3 group
SMILES	DAGLB inhibitor	Wnt bcat act	E coli growth	Tat export inh	PvdQ inh	Rtt109 Vps75	CAL PDZ inh	PfHsp90 set2	phage Ecoli inh	AddAB inh
O=C(Nc1ccccc1-c1ccccc1)c1cc(C(F)(F)F)cc(C(F)(F)F)c1	-5	-3	0.5	-5	-10	-1	-1.6	-52	2.6	0.0
O=C1c2ccccc2[C@@H]2C[C@@H](O)[C@H](Nc3cccc(C(F)(F)F)c3)CCN12	0	-2	0.7	2	-11	6	0.2	-6	1.7	0.9
